RXFP1 ag = activates the human relaxin receptor RXFP1; Q9HBX9; HEK293T-RXFP1 cAMP TR-FRET, 30 min; response scale: percent of porcine relaxin response, buffer zero; Potency, µM (highest dose often 57.5 µM), inactives show at the top dose activation, most hits filed as activators; actives 0.3% (n = 370,000); also: potency is read from the fitted curve at half-maximal effect; % is scaled to controls: 0 for no effect and ±100 for the full control effect; nearly all actives have a fitted effect of over 60% in size; many of its hits are not listed in these tables
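HEK293T cells stably expressing RXFP1 were pretreated with the PDE4 inhibitor Ro 20174, exposed to compounds for 30 min at 37C, lysed, and cAMP was read by TR-FRET. Data normalized to buffer (basal) and 29 nM porcine relaxin (100%).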
D1 ag = human D1 receptor agonism; P21728; activation, % at 2 µM; actives 1% (n = 360,000); HEK293 T-REx D1 cells, calcium flux, agonist mode; in the data active = activation above about 30%; also: 0% is about no effect
Target sequence (P21728 whole entry, looked up): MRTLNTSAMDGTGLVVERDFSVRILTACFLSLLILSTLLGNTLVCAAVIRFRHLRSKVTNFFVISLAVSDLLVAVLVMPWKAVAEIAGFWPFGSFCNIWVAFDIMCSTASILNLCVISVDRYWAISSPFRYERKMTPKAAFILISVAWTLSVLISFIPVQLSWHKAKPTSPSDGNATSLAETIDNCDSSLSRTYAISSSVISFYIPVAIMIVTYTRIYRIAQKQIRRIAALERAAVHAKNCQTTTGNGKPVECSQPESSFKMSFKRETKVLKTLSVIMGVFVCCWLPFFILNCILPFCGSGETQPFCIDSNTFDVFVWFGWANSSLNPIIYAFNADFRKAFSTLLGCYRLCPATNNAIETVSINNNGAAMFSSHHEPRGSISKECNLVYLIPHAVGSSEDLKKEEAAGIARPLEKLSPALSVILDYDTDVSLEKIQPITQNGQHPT
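Agonism was scored from calcium flux recorded over 180 s (1 read/s) after pintool compound addition, following a 10-cycle baseline. Cells were inducible force-coupled HEK293 TREx D1, plated overnight at 30 C and loaded with no-wash calcium dye.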
D2 potentiator = positive allosteric modulators of human D2 dopamine receptor. P14416. HEK293 T-REx D2, calcium flux, EC20 dopamine potentiation. potentiation, % at 10 µM. actives 0.34% (n = 340,000);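 active = potentiation over 3 SD above the plate norm, cut at about 30% in these data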; also: 0% is about no effect
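Potentiation of an EC20 dopamine calcium response is measured in a force-coupled, tetracycline-inducible Hek293 Trex D2 line. Compound-only kinetic reads over 180 s flag agonists before dopamine addition.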
Vif-A3G inh = inhibitors of Vif-APOBEC3G interaction; Q9HC16; HeLa A3G-eYFP + Vif (tagged APOBEC3G with the HIV-1 protein that degrades it), YFP fluorescence, overnight; Potency, µM (titrated, usually from 46.1 µM), for inactives: top-dose activity, negative = active, hits mostly inhibitors; actives 0.076% (n = 410,000);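 also: potency is read from the fitted curve at half-maximal effect; % is scaled to controls: 0 for no effect and ±100 for the full control effect; nearly all actives have a fitted effect of over 60% in size; hits raise eYFP signal because A3G escapes Vif-driven loss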
Target sequence (Q9HC16 whole entry, looked up): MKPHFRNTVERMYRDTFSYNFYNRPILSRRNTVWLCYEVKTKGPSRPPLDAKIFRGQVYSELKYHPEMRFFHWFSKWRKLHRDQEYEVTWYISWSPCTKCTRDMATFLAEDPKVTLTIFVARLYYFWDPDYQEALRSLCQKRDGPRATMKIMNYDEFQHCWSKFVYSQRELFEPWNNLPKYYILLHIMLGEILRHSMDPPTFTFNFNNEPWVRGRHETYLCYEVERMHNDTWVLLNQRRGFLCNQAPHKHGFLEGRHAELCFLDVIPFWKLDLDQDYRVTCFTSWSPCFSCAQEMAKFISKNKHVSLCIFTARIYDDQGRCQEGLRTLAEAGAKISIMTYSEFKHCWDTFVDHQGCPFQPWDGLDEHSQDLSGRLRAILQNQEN
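HeLa cells stably expressing Vif and C-terminally eYFP-tagged A3G, seeded overnight at 37 deg C, then exposed to compound by pintool overnight at 37 deg C. Rise in yellow fluorescence (Ex 488/Em 500-530, Acumen) marks blocked Vif-driven A3G degradation.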
Vif-A3F inh = Vif-A3F binding inhibition | HeLa A3F-eYFP + Vif (tagged APOBEC3F with the HIV-1 protein that degrades it), YFP fluorescence increase | Potency, µM (doses to about 46.1 µM), for the others: at the highest dose activity, negative = active | actives 0.2% (n = 390,000); also: potency is read from the fitted curve at half-maximal effect; % of control where 0% means no effect; nearly all actives have a fitted effect of over 65% in size
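HeLa cells stably expressing A3F-eYFP plus Vif, plated and incubated overnight at 37 deg C, then exposed to compounds overnight at 37 deg C. Blocked degradation read as raised yellow fluorescence (Ex 488/Em 500-530).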
LDHA block = LDHA (human) enzyme inhibition; P00338; purified LDHA, NADH/diaphorase-resazurin fluorescence; stronger effect = lower value; activity change, % (values are at about 110 or 230 µM); actives 0.15% (n = 480,000); in the data active = activity change below about -30%; inconclusive = mostly about -25% to -30%;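 also: plate controls were DMSO wells for no effect and wells without enzyme for full effect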
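Remaining NADH was detected by diaphorase (0.133 mg/mL) converting 37 µM resazurin to fluorescent resorufin, read at 0 and 20 minutes. The preceding 5-minute room-temperature reaction used 2 nM LDHA, 0.2 mM sodium pyruvate and 0.06 mM NADH at pH 7.4.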
GRP78 ERSR act = ER stress response induction in glioma | AID 602332 | U87-MG GRP78 promoter luciferase reporter, 16 h | Potency, µM, inactives show top-dose activation, most hits filed as activators | actives 0.02% (n = 420,000); also: potency is read from the fitted curve at half-maximal effect; series mostly up to about 76 µM; % of control where 0% means no effect; nearly all actives have a fitted effect of over 35% in size
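Stably transfected U87-MG human glioma cells carrying a GRP78-based luminescent sensor were seeded at 1000 cells/well, pin-dosed with compounds and incubated 16 h. Luciferase reagent was then added, and end-point luminescence was read after 10 min at room temperature.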
D1 antag = human D1 dopamine receptor antagonism; P21728; HEK293 TREx D1 cells, calcium flux, dopamine EC80; stronger effect = lower value; activity change, negative = inhibition, % at 10 µM; actives 3.2% (n = 360,000); AID 504652; in the data active = activity change below about -30%; also: % is scaled to controls: 0 for no effect and ±100 for the full control effect
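Allosteric or orthosteric antagonism assessed as attenuation of the calcium response to EC80 dopamine, added 180 s after compound, in induced HEK293 Trex D1 cells loaded with no-wash calcium dye.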
D1 PAM = potentiators of human D1 dopamine receptor. potentiation, % at 10 µM. HEK293 TREx D1 cells, calcium flux, dopamine EC20 potentiation. P21728. actives 0.036% (n = 360,000); in the data active = potentiation above about 30%; also: 0% is about no effect
An asterisk follows results filed as active; ? = inconclusive; nt = no result given; & = joins results of further samples. Unless noted, calls follow the shape of the dose curve; as a rule, active = well fitted curve in the direction sought with a large enough effect; inconclusive = small, poorly fitted or top-dose-only effect, or another doubt; inactive = no such curve, though single readings can be large; an effect the other way counts as inactive or inconclusive. Some of the compounds tested; rates above refer to the full screens.

Value order: RXFP1 ag	D1 ag	D2 potentiator	Vif-A3G inh	Vif-A3F inh	LDHA block	GRP78 ERSR act	D1 antag	D1 PAM
Cc1cc(C(F)(F)F)nn1Cc1n[nH]c(=S)n1-c1ccc(Cl)cc1
 : 1.9%	0.8	-1.4	-1.9%	-9.6%	0.4	3.2%	-11.8	-0.5
CC(Sc1ccccc1)C(=O)N1CCN(S(=O)(=O)c2ccccc2)CC1 (stereo not given)
 : 20.5%	0.1	3.5	-2.0%	-14.4%	1.8	-2.7%	11.3	-6.1
Cc1ccc2c(c1)C(=O)C(=O)N2CC(=O)Nc1ccccc1NC(=O)c1ccccn1
 : -0.4%	-0.6	2.3	-24.3%	?	8.8	-1.9%	5.3	1.9
Cn1nccc1C(=O)OCC(=O)Nc1cccc(Cl)c1
 : 2.7%	6.0	2.0	-1.2%	-10.9%	0.1	1.7%	-6.9	-3.5
CC1(/[N+]([O-])=C/c2ccccc2F)CCCCC1=O (stereo not given)
 : -0.6%	-2.0	2.3	-1.6%	-8.8%	-6.5	-4.2%	7.2	-7.9
O=C(O)c1cnn(-c2nc(-c3ccc(Cl)c(Cl)c3)cs2)c1C(F)(F)F
 : 18.5%	3.8	2.0	0.2%	8.6%	-13.0	?	-13.6	-7.0
CCN(CC)S(=O)(=O)c1ccc(C(=O)Nc2nnc(NC(=S)Nc3ccccc3)s2)cc1
 : -0.5%	1.7	4.0	-0.8%	-6.5%	-11.8	-1.5%	-4.0	4.2
CC(C)(C)OC(=O)N1CCCN(C(=O)Nc2ccc(OC(F)(F)F)cc2)CC1
 : -4.3%	8.8	-13.3	3.9%	-0.4%	-6.8	-2.2%	-19.4	-7.9
CC(CNC(=O)C(C)(C)C)NC(=O)C(C)(C)C (stereo not given)
 : 3.2%	1.0	0.8	-3.1%	3.9%	-3.1	-3.3%	3.2	-2.9
CC(=O)Nc1ccc(-c2csc(Nc3ncccn3)n2)cc1
 : 0.0%	3.3	-0.3	0.7%	1.4%	1.4	-0.4%	33.2	-2.6
O=C(C1CCC(Cn2c(=O)c3sccc3n(Cc3ccccc3)c2=O)CC1)N1CCCCC1 (stereo not given)
 : 2.0%	3.1	13.5	-4.9%	0.2%	-7.8	-3.0%	4.2	-4.5
CC(=O)N1c2ccc(S(=O)(=O)N3CCCC(C(=O)Nc4ccc(C)cc4C)C3)cc2CC1C (stereo not given)
 : -0.3%	1.8	6.2	-0.4%	-2.3%	-4.9	-4.1%	-1.3	-4.8
O=C(COC(=O)c1ccccc1-n1cnnn1)c1ccc(F)cc1
 : 0.6%	0.2	0.0	1.3%	-7.2%	-8.8	5.2%	-19.2	-9.4
O=c1c2c(-c3ccc(Cl)cc3)csc2ncn1/N=C/c1cccc([N+](=O)[O-])c1O
 : 2.9%	3.6	-1.3	1.7%	0.7%	0.8	-3.2%	15.8	-3.6
COc1cccc(CNC(=O)c2ccc(-c3nc(COc4ccccc4)c(C)o3)cc2)c1
 : -0.7%	16.9	5.7	1.7%	0.0%	5.6	-3.2%	-4.4	-1.5
Cc1ccccc1N1CCN(C(=O)c2cc(-c3ccccc3)nc3c2cnn3C(C)C)CC1
 : nt	nt	nt	2.3%	5.6%	-5.9	-3.3%	nt	nt
COc1ccc(S(=O)(=O)N2CCOC2CNC(=O)C(=O)NCCCN2CCOCC2)cc1C (stereo not given)
 : -1.7%	1.1	-4.1	0.6%	1.4%	-3.5	-5.5%	-11.6	-0.1
Cc1c(NS(=O)(=O)c2ccc(S(=O)(=O)c3ccccc3)s2)c(=O)n(-c2ccccc2)n1C
 : -0.5%	-0.2	-3.4	-1.2%	11.5%	-13.8	-5.7%	2.3	-3.6
O=C(O)Cc1csc(-c2cccc(Oc3ccccc3)c2)n1
 : 0.7%&6.3%	1.9&1.8	-4.9&-5.8	0.4%&5.8%	7.6%&-1.5%	-2.7&-3.8	-3.5%&-4.3%	8.2&9.3	5.2&4.0
CCOc1ccc(CCNC(=O)Cn2cccc2C(=O)c2ccccc2C)cc1OCC
 : 0.5%	-1.8	3.2	2.9%	6.7%	3.8	-3.2%	-0.4	-2.1
Cc1cccc(N2CCN(C(=O)c3ccc(Nc4nc5ccccc5n5nnnc45)cc3)CC2)c1C
 : 5.0%	0.1	-3.2	-0.6%	?	-14.8	0.9%	-6.9	-1.1
CCn1c(SCC(=O)O)nc2sc3c(c2c1=O)CCC3
 : 0.0%	-0.6	-13.1	-0.3%	3.6%	-7.4	-2.4%	-7.9	-3.1
CCOC(=O)c1oc2ccccc2c1CN1CC(C)OC(C)C1 (stereo not given)
 : 0.0%	0.7	7.0	-7.3%	-12.7%	-5.7	2.4%	3.8	-7.1
O=C(NCc1cccs1)c1csc2c1CCCCC2
 : -0.1%	0.8	-15.7	2.3%	-8.5%	-7.0	0.8%	-9.9	-2.4
O=C(NCc1ccccc1Cl)c1cnc(N2CCOCC2)c2ccccc12
 : 2.4%	0.4	5.8	-1.4%	-4.3%	-4.3	-0.6%	0.7	-4.0
COc1ccccc1N1CCN(C(c2cccs2)C(C)NC(=O)C(=O)N2CCOCC2)CC1 (stereo not given)
 : -1.8%	5.3	-1.9	1.8%	0.1%	-1.8	-0.2%	1.7	1.9
COc1cc(-c2noc(CN3CCN(c4cccc(Cl)c4)CC3)n2)cc(OC)c1OC
 : 5.6%	1.8	-7.9	6.1%	1.1%	1.5	-3.3%	-6.6	-2.8
Cc1cccc(C(=O)Nc2cccc(-c3ccc4nncn4n3)c2)c1
 : -1.6%	-1.7	7.5	-14.7%	10.1%	-1.1	1.6%	7.0	-6.7
CCCCN(CC)CCCNC(=O)c1ccc2c(c1)NC(=O)CN2C
 : -4.4%	-1.8	-8.6	-2.0%	8.4%	0.0	-1.3%	2.1	-1.1
Cc1ccc(NC(=O)N2CCC(CN3CCC(C)CC3)CC2)cc1F
 : 1.3%	1.8	1.5	0.7%	8.5%	-1.7	-1.8%	-3.1	1.9

Full records from above. Screens in order: RXFP1 ag, D1 ag, D2 potentiator, Vif-A3G inh, Vif-A3F inh, LDHA block, GRP78 ERSR act, D1 antag, D1 PAM
CCOC(=O)c1oc2ccccc2c1CN1CC(C)OC(C)C1 (stereo not given) is entered as 0.0%, 0.7, 7.0, -7.3%, -12.7%, -5.7, 2.4%, 3.8, -7.1
O=C(NCc1cccs1)c1csc2c1CCCCC2 is entered as -0.1%, 0.8, -15.7, 2.3%, -8.5%, -7.0, 0.8%, -9.9, -2.4
CCn1c(SCC(=O)O)nc2sc3c(c2c1=O)CCC3 is entered as 0.0%, -0.6, -13.1, -0.3%, 3.6%, -7.4, -2.4%, -7.9, -3.1

(listing goes on)
Value order: RXFP1 ag	D1 ag	D2 potentiator	Vif-A3G inh	Vif-A3F inh	LDHA block	GRP78 ERSR act	D1 antag	D1 PAM
Cc1ccn2c(C(=O)c3ccc(Cl)cc3)cnc2c1
 : 4.7%	0.0	nt	-5.3%	-8.1%	-6.2	-3.6%	-14.9	-12.4
Cc1nn(C)c2c1c(-c1ccccc1)cc(=O)n2Cc1ccc(Cl)cc1
 : -2.4%	18.2	3.8	-5.8%	3.0%	-2.6	-0.4%	-4.7	-5.1
COc1cc(NC(=O)CCNC(=O)Cn2cnc3sc4c(c3c2=O)CCCC4)cc(OC)c1OC
 : 6.5%	2.0	1.7	-7.6%	7.5%	-6.6	-3.3%	-3.0	-4.0
Cc1ccc(S(=O)(=O)NC(CC(=O)O)c2ccccc2)cc1 (stereo not given)
 : 0.2%	-0.9	4.4	2.2%	-4.7%	-1.4	-4.2%	24.1	0.7
Cc1ccc(C)c(CN2C(=O)c3ccccc3S(=O)c3ccc(C(=O)NCCCN4CCCC4)cc32)c1 (stereo not given)
 : 0.6%	19.8	-3.4	0.1%	-18.0%	-5.2	-2.8%	-15.3	-3.6
C/C(=N/NC(=O)CNC(=O)/C=C/c1ccco1)c1ccc(Cl)cc1
 : -0.9%	0.9	5.0	-15.6%	-0.4%	-1.8	-3.9%	-4.3	2.9
Cc1c(C(=O)O)oc2ccc(S(=O)(=O)NCc3ccccc3)cc12
 : 2.0%	1.7	3.3	0.0%	-1.6%	0.9	-2.7%	13.7	-7.8
CCCCNC(=S)N1CCN(C(c2ccccc2)c2ccccc2)CC1
 : -0.1%	3.0	18.2	1.0%	12.3%	-9.6	-1.7%	-12.0	-4.9
Cc1noc(C(=O)Nc2ccc(F)c(Cl)c2)c1Cl
 : -0.1%	1.8	-4.1	-9.3%	5.1%	-2.7	-0.6%	-3.0	-0.6
CC1(C)C=Cc2cc3ccc(=O)oc3cc2O1
 : 2.1%	3.5	-8.1	0.2%	-1.2%	4.2	-0.1%&9.9%	-12.0	-0.6
Cc1ccc([N+](=O)[O-])cc1S(=O)(=O)NCC1COc2ccccc2O1 (stereo not given)
 : -0.1%	1.1	nt	1.4%	4.3%	-0.9	-4.0%	3.4	-4.3
COc1ccc(C(=O)Oc2ccc(N(C)S(=O)(=O)c3ccccc3)cc2)cc1[N+](=O)[O-]
 : -2.3%	5.8	2.1	1.4%	0.0%	-9.3	-3.1%	-28.1	-7.1
Cc1ccc(-c2ccc(=O)n(CC(=O)NCCN(CC(C)C)CC(C)C)n2)cc1
 : -0.1%	0.7	1.6	-1.7%	1.7%	-4.1	-2.3%	1.3	2.8
COc1cccc2oc(CCc3ccccc3)cc(=O)c12
 : nt	nt	nt	-0.4%	0.3%	1.1	5.1%	nt	nt
Cc1cccc[n+]1CC(=O)Nc1ccccc1
 : 0.1%	4.7	10.8	-1.7%	11.8%	-7.2	-5.1%	25.5	2.9
COc1ccccc1CNC(=O)CCCCn1c(=O)c2ccccc2n(CC(=O)Nc2cccc(Cl)c2)c1=O
 : -1.3%	4.2	15.6	0.0%	2.3%	-5.8	-1.7%	-2.5	0.1
Cc1ccc(CN=C2Nc3ccccc3CS2)cc1
 : 2.8%	1.0	-16.3	0.1%	-11.1%	-3.6	4.7%	-20.4	-3.8
COCCn1c(SCC(=O)Nc2cccnc2Cl)nc2cc(Cl)ccc2c1=O
 : 4.0%	6.1	nt	-0.1%	-0.6%	-5.5	-1.4%	1.0	0.1
